High-throughput results: PubChem BioAssay, several laboratories
GSH bead fluor: GSH bead compound fluorescence profile. AID 1776. GSH beads flow cytometry, compound fluorescence 488/530 nm; hits give high values. fluorescence (KMESF) at 10 µM. 190,000 compounds, 0.25% hits; in the data active means fluorescence above about 89;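 further: glutathione beads carrying GST-tagged Bcl family fusion proteins plus one bare bead set; values are compound well signal with DMSO vehicle wells as background; inactives centre near 16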
Mcl1 Noxa PPI: Mcl-1/Noxa interaction inhibition. 220,000 compounds, 1.5% hits. AID 1022. inhibition, % at 21.7 µM. Q07820. TR-FRET Mcl-1/Noxa peptide binding, 2 h;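 active means compounds that cut the protein-peptide binding signal by more than 50% relative to plate controls in a single-dose test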;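 further: His-tagged Mcl-1 with rhodamine Noxa BH3 peptide and terbium anti-His antibody; 0% = Mcl-1 plus Noxa peptide wells and 100% = peptide-only wells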
Target sequence (Q07820 whole entry, looked up): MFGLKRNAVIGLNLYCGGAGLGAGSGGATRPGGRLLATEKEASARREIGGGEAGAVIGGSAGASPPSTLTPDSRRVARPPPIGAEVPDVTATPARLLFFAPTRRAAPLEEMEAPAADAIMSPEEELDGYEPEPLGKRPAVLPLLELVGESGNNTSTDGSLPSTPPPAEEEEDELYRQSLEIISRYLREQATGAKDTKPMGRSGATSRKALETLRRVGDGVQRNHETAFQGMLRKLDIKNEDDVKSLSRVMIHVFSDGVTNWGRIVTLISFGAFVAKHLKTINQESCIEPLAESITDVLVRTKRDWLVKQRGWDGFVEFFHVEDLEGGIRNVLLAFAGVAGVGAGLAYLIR
Avidin bead fluor: avidin bead compound fluorescence profile; Avidin beads, compound fluorescence 488/530 nm, flow cytometry; hits give high values; fluorescence (KMESF) at 10 µM; 220,000 compounds, 0.38% hits; AID 1775; in the data active means fluorescence above about 47; further: inactives centre near 10
HRas wt GTP: modulators of GTP binding to human HRas wildtype; 190,000 compounds, 0.14% hits; P01112; AID 759; GTP binding activity, % at 10 µM; GST-Ras wt beads, Bodipy-FL-GTP binding, flow cytometry; actives lie on both sides;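 active means GTP binding activity at least 20% away from the 100% baseline, either lowered as inhibitor or raised as activator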;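 further: 0% = unlabeled GTP competition control and 100% = no-compound control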
Target sequence (P01112 whole entry, looked up): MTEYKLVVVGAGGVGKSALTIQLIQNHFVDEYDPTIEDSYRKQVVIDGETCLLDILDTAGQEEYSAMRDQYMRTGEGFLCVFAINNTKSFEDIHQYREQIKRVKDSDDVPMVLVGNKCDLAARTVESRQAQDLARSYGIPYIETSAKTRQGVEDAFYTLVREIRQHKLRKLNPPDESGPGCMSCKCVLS
Mcl1-Bid inh: disrupts binding of human Mcl-1 to Bid peptide; inhibition, % at 21.7 µM; Q07820; 220,000 compounds, 0.97% hits; TR-FRET Mcl-1/Bid-Dy647 peptide binding, 1536-well;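 active means compounds that cut the binding signal by more than half at the single screening dose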;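 further: His-tagged Mcl-1 with europium anti-His antibody binding Bid BH3 peptide; 0% = Mcl-1 plus peptide wells and 100% = peptide-only wells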
Cdc42 wt GTP: modulators (inhibitors or activators) of GTP binding to human Cdc42 wildtype | P60953 | GST-Cdc42 beads, Bodipy-GTP binding, flow cytometry; actives lie on both sides | percent activity (GTP binding), % at 10 µM | 190,000 compounds, 0.2% hits;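 active means percent activity GTP binding at least 20 points away from the 100% baseline, either down as inhibitor or up as activator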;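 further: median bead fluorescence of bound Bodipy-FL-GTP at 100 nM; 0% = excess unlabeled GTP control and 100% = no compound control; below 100% means less GTP binding so inhibitor and above means activator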
Target sequence (P60953 whole entry, looked up): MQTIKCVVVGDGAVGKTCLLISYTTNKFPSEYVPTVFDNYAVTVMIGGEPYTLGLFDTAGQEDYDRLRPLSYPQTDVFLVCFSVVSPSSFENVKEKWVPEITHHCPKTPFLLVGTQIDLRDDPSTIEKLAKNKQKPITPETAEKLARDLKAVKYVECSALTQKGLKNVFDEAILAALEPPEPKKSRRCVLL
Rab7 wt GTP bind: modulators of GTP binding to dog Rab7 wildtype GTPase; GST-Rab7 beads, fluorescent GTP binding, flow cytometry; actives lie on both sides; untreated = 100%, excess cold GTP = 0%; AID 758; 190,000 compounds, 0.055% hits; GTP binding activity (percent of control), % at 10 µM;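 active means fluorescent GTP binding to Rab7 beads changed by at least 20 points from the 100% baseline, either direction, mostly lower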;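 further: median green fluorescence of bound Bodipy-FL-GTP per Rab7 bead population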
Rac1 mut GTP: human Rac1 activated mutant GTP binding change | percent activity (GTP binding), % at 10 µM | P63000 | AID 764 | GST-Rac1 activated beads, fluorescent GTP binding, flow cytometry; actives lie on both sides; 100% means binding = to untreated wells | 190,000 compounds, 0.11% hits;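 active means GTP binding at least 20 percentage points away from the 100% baseline, in either direction, so actives lie on both sides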
Rab2A wt mod: changes GTP binding to wildtype dog Rab2A, up or down. GTP binding activity, % at 10 µM. 190,000 compounds, 0.19% hits. GST-Rab2 wt beads, Bodipy-GTP binding, flow cytometry. AID 760. P61105;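 active means GTP binding activity at least 20 points away from 100%, either lowered or raised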;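 further: 0% = beads with excess unlabeled GTP and 100% = no-compound control corrected for plate trend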
Rac1 wt modul: human Rac1 wildtype GTP binding, inhibitors and activators; 190,000 compounds, 0.27% hits; GST-Rac1 beads, fluorescent GTP binding, flow cytometry; actives lie on both sides; 0 = cold GTP competed, 100 = untreated; P63000; AID 757; GTP binding activity (% of control), % at 10 µM;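 active means GTP binding activity at least 20 points away from the 100% control level, either lower or higher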
Pf gametocyte: P. falciparum stage V gametocyte viability inhibition. P. falciparum stage V gametocytes, ATP luminescence, 24 h. inhibition, % at 10.9 µM. 150,000 compounds, 0.065% hits;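 active means inhibition above the mean plus 3 SD of compounds within the control limits, set per campaign, cut at about 38% in these data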;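 further: 0% = DMSO wells and 100% = medium only without gametocytes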
Starred values were filed as active, the others as inactive; x = no result given.

SMILES	GSH bead fluor	Mcl1 Noxa PPI	Avidin bead fluor	HRas wt GTP	Mcl1-Bid inh	Cdc42 wt GTP	Rab7 wt GTP bind	Rac1 mut GTP	Rab2A wt mod	Rac1 wt modul	Pf gametocyte
CCOC(=O)N1CCC(NC(=O)CCC(=O)N2CC(C)Oc3ccc(Cl)cc32)CC1 (stereo not given)	22	8.8	17	101.0	-6.7	103.0	101.0	100.0	101.0	103.0	x
O=C(CCC1CCCN(Cc2ccncc2)C1)NCc1ccc(F)c(F)c1 (stereo not given)	24	5.1	9	101.0	-21.3	99.0	104.0	96.0	100.0	99.0	26.7
Cc1cccc(C)c1NC(=S)NN1CCN(C)CC1	62	11.0	6	103.0	-54.7	105.0	97.0	98.0	103.0	102.0	x
NC(=O)Cc1nc(-c2ccccc2)cs1	11	8.3	5	103.0	-9.1	102.0	103.0	103.0	103.0	107.0	x
CCN(CC)S(=O)(=O)c1ccc(Cl)c(NC(=O)c2ccc(C#N)cc2)c1	4	3.0	14	102.0	-13.3	102.0	99.0	103.0	101.0	104.0	15.3
Cc1ccc(NC(=O)c2oc3ccccc3c2NC(=O)C2CCCO2)cc1C (stereo not given)	11	-3.8	3	99.0	-5.3	97.0	97.0	95.0	97.0	100.0	-11.6
CC1CN(CCOc2ccccc2-c2ccccc2)CC(C)O1 (stereo not given)	22	-4.8	12	103.0	42.3	103.0	99.0	101.0	102.0	105.0	-4.2
COc1cc(OC)cc(-c2nnc(Nc3nc4c(F)cccc4s3)o2)c1	26	10.7	34	99.0	-49.5	96.0	97.0	98.0	98.0	99.0	x
COc1ccc(C(=O)CSc2nnc(NC(=O)C3CC(=O)N(c4cccc(OC)c4)C3)s2)cc1 (stereo not given)	11	-20.4	13	100.0	8.2	102.0	101.0	98.0	97.0	105.0	7.2
Cc1cc(N2CCN(C)CC2)nc2ccc(NC(=O)c3ccc(Br)o3)cc12	34	9.4	5	100.0	-5.5	102.0	102.0	98.0	100.0	101.0	x
Cc1ccc(C)c(S(=O)(=O)N2CCN(C(=O)Cn3c(C(F)(F)F)nc4ccccc43)CC2)c1	19	8.6	37	106.0	3.3	109.0	103.0	100.0	105.0	105.0	x
CC1(C)CC(NC(=O)CC2CCCCC2)CC(C)(C)N1	6	-2.1	7	96.0	-36.2	100.0	96.0	98.0	95.0	100.0	x
O=C(NCc1ccc2c(c1)OCO2)c1ccc(N2C(=O)C3CCCCC3C2=O)cc1 (stereo not given)	53	8.8	8	102.0	-9.5	100.0	100.0	97.0	101.0	104.0	x
O=C(NC(=S)NCCc1ccccn1)c1ccco1	15	3.0	8	98.0	-9.7	97.0	105.0	96.0	98.0	102.0	x
CC(=O)N(c1ccccc1Cl)S(=O)(=O)c1ccc(Cl)cc1	11	20.5	13	99.0	6.0	96.0	100.0	98.0	97.0	100.0	-2.9
CCOCC(=O)Nc1c(C(=O)Nc2ccc(OC)cc2OC)oc2ccccc12	12	17.2	28	98.0	6.1	98.0	99.0	95.0	98.0	97.0	1.3
COc1ccc(N2C(=O)/C(=C/c3ccc([N+](=O)[O-])cc3)C=C2c2ccccc2)cc1	15	10.4	35	102.0	-8.2	101.0	102.0	98.0	101.0	107.0	x
CCN(CC)S(=O)(=O)c1ccc(O)c(C(=O)OCC(=O)Nc2cc(C)c(C)cc2[N+](=O)[O-])c1	12	0.2	6	97.0	-1.6	96.0	107.0	92.0	101.0	105.0	-24.5
COc1cc2c(cc1OC)CN(Cc1cccs1)CC2	34	25.9	15	100.0	39.9	100.0	97.0	100.0	100.0	98.0	-16.0
O=C(NCc1cccnc1)C(=O)NCC1OCCN1S(=O)(=O)c1ccccc1 (stereo not given)	16	3.5	2	100.0	3.6	99.0	94.0	98.0	98.0	100.0	x

A few values from the results shown.
For HRas wt GTP, COc1ccc(N2C(=O)/C(=C/c3ccc([N+](=O)[O-])cc3)C=C2c2ccccc2)cc1 is listed with 102.0
For Rab2A wt mod, O=C(NCc1cccnc1)C(=O)NCC1OCCN1S(=O)(=O)c1ccccc1 (stereo not given) is listed with 98.0

Later entries.
SMILES	GSH bead fluor	Mcl1 Noxa PPI	Avidin bead fluor	HRas wt GTP	Mcl1-Bid inh	Cdc42 wt GTP	Rab7 wt GTP bind	Rac1 mut GTP	Rab2A wt mod	Rac1 wt modul	Pf gametocyte
Cc1ccc(C)c(N2CCN(C(=O)CCCN3C(=S)NC(C)(C)CC3C)CC2)c1 (stereo not given)	14	19.3	12	100.0	-33.5	100.0	98.0	102.0	99.0	104.0	x
Cn1c(COc2ccccc2)nnc1SCC(=O)Nc1ccc(N2CCOCC2)c(Cl)c1	23	2.3	17	105.0	-18.4	107.0	104.0	100.0	107.0	102.0	x
CCCOC(=O)/C(=C\C=C\c1ccccc1)NC(=O)c1ccccc1	11	-17.1	12	94.0	-19.7	97.0	98.0	96.0	95.0	98.0	x
CC1CCCCN1c1nc(-c2ccncc2)nc2ccccc12 (stereo not given)	30	0.4	5	100.0	14.2	101.0	99.0	99.0	100.0	103.0	x
Cc1ccc(S(=O)(=O)N/N=C\c2ccc3c(c2)OCO3)cc1	22	-9.9	3	95.0	-94.7	95.0	96.0	93.0	94.0	97.0	-19.2
CC1Cc2ccccc2N1S(=O)(=O)c1cccc(C(=O)c2nccn2C)c1 (stereo not given)	16	-12.3	7	98.0	14.4	96.0	98.0	95.0	95.0	95.0	-61.9
O=S(=O)(Nc1cc2nc3ccccc3nc2n1Cc1ccccc1)c1ccc(Cl)cc1	18	29.4	5	98.0	-14.6	95.0	98.0	96.0	93.0	98.0	28.6
CC(=O)NC(Cc1ccccc1)C(=O)OCC(=O)c1ccccc1 (stereo not given)	12	8.2	17	104.0	-1.3	107.0	100.0	99.0	98.0	106.0	15.6
Cc1nn(-c2ccccc2)c2sc(C(=O)NC3CC3)cc12	24	13.2	36	97.0	0.1	98.0	95.0	96.0	96.0	98.0	5.7
Cc1cc(N2CCC(C(=O)Nc3ccc(F)cc3)CC2)nc(-c2ccccc2)n1	x	-13.1	9	100.0	1.1	98.0	102.0	98.0	100.0	100.0	-30.5
COCCCNC(=O)c1ccccc1SC	16	-28.0	12	102.0	-13.7	102.0	102.0	97.0	103.0	99.0	9.7
Cc1ccc(NC(=O)c2cc(S(=O)(=O)N3CCC4(CC3)OCCO4)ccc2F)cc1	15	14.2	12	100.0	-9.3	100.0	97.0	99.0	100.0	101.0	x
Cn1c(=O)cc(OCCCC(=O)Nc2cccnc2)c2ccccc21	17	-0.9	16	93.0	4.7	95.0	94.0	93.0	91.0	94.0	-23.8
CS(=O)(=O)N(CC(=O)N1CCC(C(N)=O)CC1)c1ccc(Cl)c(C(F)(F)F)c1	11	14.4	20	103.0	-4.5	103.0	101.0	97.0	102.0	103.0	-19.0
CCCN1C(=O)c2cccc3c(N4CCCCC4)ccc(c23)C1=O	4	3.6	12	92.0	-7.1	93.0	91.0	95.0	91.0	94.0	2.3
COc1cc(CNn2c(C)n[nH]c2=S)cc(Cl)c1OCc1ccc(F)cc1	19	-1.1	3	100.0	-62.6	99.0	98.0	98.0	98.0	99.0	x
O=C(O)CSc1nnc(Cc2ccccc2)n1Cc1ccccc1	27	17.7	13	98.0	23.7	99.0	99.0	96.0	98.0	98.0	x
Cc1cccc(C)c1NC(=O)C1CCCN(CCCc2ccccc2)C1 (stereo not given)	11	13.3	37	97.0	-7.3	97.0	93.0	95.0	93.0	97.0	11.0
O=C(NCCCN1CCCC1=O)c1cccnc1	23	-4.6	11	101.0	-11.2	99.0	99.0	99.0	101.0	99.0	x
Cc1[nH]c(=O)c(C(=O)/C=C/c2ccccc2)c2c1CCCC2	34	x	10	92.0	-4.5	92.0	92.0	90.0	91.0	89.0	18.1
CCc1cccc(CC)c1N(COC)C(=O)Cn1c(C(C)O)nc2ccccc21 (stereo not given)	74	7.7	10	96.0	-28.9	96.0	92.0	97.0	96.0	97.0	x
Cn1c(SCC(=O)NCc2ccco2)nnc1-c1ccccc1	13	-15.0	21	97.0	-12.7	99.0	99.0	100.0	98.0	100.0	24.1
COc1ccc(C(=O)Nc2ccc(Cl)c(Cl)c2)c(OC)n1	9	6.4	9	103.0	-12.2	103.0	102.0	100.0	101.0	106.0	x
Cc1coc2cc3oc(=O)c(Cc4ccccc4)c(C)c3cc12	10	-6.3	13	98.0	3.2	97.0	97.0	98.0	98.0	99.0	-10.9
ClCC1CN(Cc2ccccc2Cl)CCO1 (stereo not given)	15	-6.7	5	97.0	-56.1	95.0	103.0	95.0	101.0	97.0	-39.5
COc1ccc(NC(=S)Nc2ccccc2OC)c(OC)c1	15	17.1	13	95.0	-10.2	95.0	96.0	91.0	95.0	97.0	x
Cc1cccc(OCc2nc(-c3ccc(-n4cccc4)cc3)no2)c1	25	6.5	7	88.0	-9.3	87.0	88.0	87.0	87.0	86.0	x
O=[N+]([O-])c1cc2c(cc1/C=N/Nc1nc(N3CCCC3)nc(N3CCCC3)n1)OCO2	5	18.3	15	101.0	-4.3	101.0	97.0	100.0	97.0	103.0	7.2
CCN(CC)S(=O)(=O)c1ccc(N2CCOCC2)c(NC(=O)c2cnccn2)c1	11	7.0	4	104.0	-28.6	102.0	97.0	101.0	102.0	106.0	1.2
CCN1C(=O)c2cccc3c(S(=O)(=O)Nc4ncccc4C)ccc1c23	14	-21.0	7	97.0	11.3	99.0	97.0	97.0	98.0	95.0	x
Cc1c(C#N)c2ncn(CCCN(C)C)c(=O)c2n1-c1ccccc1	12	4.2	22	97.0	-0.7	95.0	97.0	93.0	100.0	94.0	x
CCOC(=O)c1[nH]c(C)c(/C(O)=C2\C(=O)C(=O)N(CCN3CCOCC3)C2c2cccs2)c1C (stereo not given)	56	7.1	26	96.0	-70.1	95.0	100.0	100.0	100.0	100.0	-4.5
Cc1nnc(SCc2cccs2)[nH]c1=O	16	21.8	7	104.0	13.9	103.0	99.0	102.0	103.0	113.0	x
CCOC(=O)c1c(-c2ccc(F)cc2)csc1/N=C/N(C)C	9	-8.1	25	100.0	-26.5	95.0	105.0	96.0	96.0	99.0	21.7
CCOC(=O)C1CCN(C(c2cccs2)c2sc3nc(C)nn3c2O)CC1 (stereo not given)	15	-1.8	28	100.0	-10.9	101.0	99.0	98.0	102.0	102.0	x
O=c1c2ccccc2cnn1Cc1n[nH]c(=S)n1-c1cc(Cl)cc(Cl)c1	12	13.4	11	97.0	-26.4	98.0	101.0	99.0	97.0	102.0	x
Cc1ccc(N2CC(C(=O)N3CCc4ccccc4C3)CC2=O)cc1 (stereo not given)	22	-4.0	16	102.0	-3.5	102.0	102.0	97.0	100.0	100.0	x
